# PGC1a acetyl inh: PGC1a acetylation modulation, inhibitor mode; AID 651687; inhibition, % at 15.6 µM; actives 0.17% (n = 350,000); U2OS PGC1a acetylation, AlphaScreen anti-acetyl-lysine; with virally co-expressed GCN5 acetyltransferase;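 active = every replicate shows inhibition of at least 40%; inconclusive = mean inhibition at least 40% but some replicate below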;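 note: 0% = neutral control wells and 100% = positive control wells; some results beyond the cut were filed as inactive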
# FN deposit inh: fibronectin deposition inhibition; AH1F fibroblasts, Alexa488-fibronectin deposition fluorescence, overnight; inhibition, % at 12.6 µM; actives 0.086% (n = 350,000); AID 743247;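 active = mean inhibition across replicates of 30% or more, regardless of how many single replicates reach that level; inconclusive = mean under 30% yet at least half of replicates reach 30%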;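 note: positive control wells lacked labelled fibronectin entirely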
#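 test system = AH1F fibroblasts assembling fluorescent fibronectin matrix | quantity = 10000 AH1F cells per well | buffer or medium = DMEM plus 2% serum, read in PBS | doses = single dose, pinned | incubation = 1 h cell attachment, overnight exposure to compound and label | detection = fluorescence at 485 nm excitation, 525 nm emission | read-out basis = inhibition from reduced deposited-fibronectin fluorescence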
# C2C12 statin: suppression of simvastatin myotoxicity | rescue of ATP level, % at 7.49 µM | C2C12 myotubes + simvastatin, ATP luminescence, 48 h; scaled: DMSO 0, geranylgeraniol control 100 | actives 0.78% (n = 330,000);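 active = mean ATP rescue above about 67%, or every replicate alone reaching that limit, limit read from the data, passing the limit was not always enough; inconclusive = no clear call, values can overlap the other calls; inactive = mean under the limit and some replicate under it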;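 note: myotubes were challenged with 10 µM simvastatin during compound exposure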
# PglD DTNB: blocks C. jejuni PglD acetyltransferase activity. purified PglD enzyme, DTNB colorimetric CoA detection. inhibition, % at 12.5 µM. actives 0.098% (n = 360,000); in the data active = inhibition above about 16%, passing the limit was not always enough; inconclusive = no clear call, values can overlap the other calls; note: strong numbers were not always called active
# INS-1E GSIS act: GLuc luminescence reporter in INS-1E cells, primary screen for activators of glucose-dependent secretion of insulin | INS-1E GLuc reporter insulin secretion, 2-3 h | activation, % at 16.6 µM | actives 0.61% (n = 370,000) | AID 743287;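 active = lowest replicate activation of at least 40%, so every replicate reaches that level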;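 note: 0% = median of neutral control wells and 100% = median of IBMX positive control wells; some compounds called inactive have numbers as strong as hits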
# F508del corr: CFTR F508del correction in bronchial cells; actives 0.36% (n = 350,000); activity (quench increase), % at 7.58 µM; CFBE cells, YFP halide quenching; stimulated with forskolin plus potentiator P3; % fluorescence drop versus neutral controls;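 active = mean added fluorescence quench of at least 8% versus neutral control, with both replicates also reaching 8%; inconclusive = only one of the mean or replicate conditions met; inactive = mean below 8% and not both replicates reaching 8%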;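 note: cells transiently co-express mutant CFTR-F508del with the halide-sensitive YFP; corrector assay measuring rescue of mutant channel to the surface after 24 h compound exposure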
# miR-122 sensor: blocks miR-122 activity in Huh7 sensor cells | Huh7 miR-122 Renilla luciferase sensor, 48 h; neutral wells = 0, positive control = 100 | activation (reporter increase), % at 12.5 µM | actives 0.3% (n = 340,000);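 active = mean replicate activation score at least 90 and every replicate individually at or above 90; inconclusive = only one of the two criteria met; inactive = neither criterion met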;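 note: higher luciferase means less miR-122 activity so hits act as miR-122 inhibitors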
# Cneo AK release: Cryptococcus neoformans lysis via adenylate kinase release | AID 651654 | lysis activity, % at 15 µM | C. neoformans lysis, adenylate kinase release luminescence, 4 h; normalised: neutral wells 0, clomiphene wells 100 | actives 0.2% (n = 360,000);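 active = mean lysis activity across replicates of at least 80%, whatever share of replicates individually reach that level; inactive = mean lysis activity below 80%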
#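 Assay system: C. neoformans cells. Amount: yeast cell density of 5 × 10^6 cells/mL. Technique: AK luminescence. Buffer or medium: YPD. Times: static 4 h at 37 °C with compound, 1 h detection. Dosing: single-point compound dose. Read-out: lysis from increased AK signal.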
# Active calls of the source: *; ? = inconclusive; . = no result given; & = joins results of further samples; [ ] = another dose, or the depositor's remark. Compounds were not picked by outcome. Share with any hit: about 2.1%.
SMILES,PGC1a acetyl inh,FN deposit inh,C2C12 statin,PglD DTNB,INS-1E GSIS act,F508del corr,miR-122 sensor,Cneo AK release
CCN(CC(=O)Nc1ccc2c(c1)OCO2)CC(=O)Nc1ccccc1C(F)(F)F,4,1,6,2,-10,-1.5,-5,-1
COc1ccc(S(=O)(=O)N(C)C[C@@H]2OCCCC[C@@H](C)Oc3ccc(NC(=O)c4ccncc4)cc3C(=O)N([C@H](C)CO)C[C@@H]2C)cc1,3,-20,.,4,11,2.1,7[16.7 µM],5
CC(C)Cc1nnc(NC(=O)c2cccc(S(=O)(=O)N3CCN(C)CC3)c2)s1,-19,2,25,6,-6,2.1,7,2
COC(=O)c1cccc(NC(=O)c2ccc(OC)c(Cl)c2)c1,-19,.,-4,1,10,-2.0,-4,3
COc1cccc(CNC(=O)C2CCCN(S(C)(=O)=O)C2)c1 (stereo unspecified),.,-7,6,2,.,.,-8,-10
O=C(N[C@@H]1CC[C@H](CC(=O)N2CCOCC2)O[C@H]1CO)c1cccc(F)c1,-1,8,9,1,-6,-2.6,.,1
CCCNC(=O)c1cc2c(c(-c3cccc(-c4cc5ccccc5o4)c3)n1)[C@H](CCO)N(C(=O)NC(C)C)C2,2,-3&-7,.,.,9&0,0.6&1.1,.,.
CN1C(=O)c2cc(NC(=O)C3CCOCC3)ccc2OC[C@H]2O[C@H](CC(=O)NCC3CCCCC3)CC[C@@H]21,.,10,-14,1,7,.,.,1
FC(F)(F)c1nnc2n1N=C(c1ccccc1)CS2,-6,6,7,3,6,-1.7,.,0
CC1(C)Cc2c(sc3c2c(=N)n(Cc2ccco2)c(=O)n3Cc2ccc(Cl)cc2)CO1,-8,.,.,-3,.,.,-1,0
OCC(CO)(CO)n1cnnn1,-9,-8,0,1,.,.,5,2
O=C1NCCN/C1=C\C(=O)c1ccc(Cl)cc1,3,-1,.,-9,-14,-0.4,-6,-3
C[C@@H]1CCCCO[C@H](CN(C)C(=O)Nc2ccc(C(F)(F)F)cc2)[C@H](C)CN([C@@H](C)CO)C(=O)c2cc(N(C)C)ccc2O1,4,.,?,5,9,-0.9,-6[16.7 µM],3
COc1ccc(NC(=O)c2ccco2)cc1NC(=O)c1cc2ccccc2o1,-14,-10,-1,-6,.,.,3,-7
O=C(Nc1ccc2c(c1)OCO2)C1CC(=O)N(CCc2ccccc2)C1 (stereo unspecified),-3,-3,3,-2,1,-2.4,1,6
CCOc1ccccc1NC(=O)C1CCCCN1S(=O)(=O)c1ccc(F)cc1 (stereo unspecified),-8,.,15,-1,14,-1.1,-12,-1
Oc1cccc(C(=S)N2CCCCC2)c1,-6,4,.,.,10,3.8,.,.
Cc1noc(C)c1COc1ccccc1C(=O)N(C)CC(=O)Nc1ccc(F)cc1,.,0,1,2,-16,1.5,2,0
O=C(NCCCNc1ccnc2cc(Cl)ccc12)c1ccccc1F,.,0,-5,-2,9,1.9,.,-1
O=C(c1cc(COc2cccc3cccnc23)on1)N1CCC[C@H]1CO,-1,-1,5,2,8,-3.0,-4,0
CC(C)(C)c1csc(CS(=O)(=O)c2ccccn2)n1,1,2,-5,.,.,0.2,.,.
COc1ccc(S(=O)(=O)NCc2cccs2)cc1,14,1,-10,1,.,.,22,-1
CC(=O)Oc1ccc(C(=O)Nc2nnc(C)s2)cc1,-7,-5,-6,1,.,.,-3,0
C[C@@H]1CN([C@@H](C)CO)C(=O)c2cc(-c3cccc(C#N)c3)cnc2O[C@H]1CN(C)C(=O)c1cnccn1,9,12,5,-1,12,0.2,.,-2
CN(C(=O)c1ccno1)c1nnc(-c2cnccn2)s1,-13,-1,0,-1,.,.,-6,1

# Some of these compounds in order of length of the SMILES, rising:
SMILES,PGC1a acetyl inh,FN deposit inh,C2C12 statin,PglD DTNB,INS-1E GSIS act,F508del corr,miR-122 sensor,Cneo AK release
COc1ccc(S(=O)(=O)NCc2cccs2)cc1,14,1,-10,1,.,.,22,-1
O=C1NCCN/C1=C\C(=O)c1ccc(Cl)cc1,3,-1,.,-9,-14,-0.4,-6,-3
CC(=O)Oc1ccc(C(=O)Nc2nnc(C)s2)cc1,-7,-5,-6,1,.,.,-3,0
CN(C(=O)c1ccno1)c1nnc(-c2cnccn2)s1,-13,-1,0,-1,.,.,-6,1
CC(C)(C)c1csc(CS(=O)(=O)c2ccccn2)n1,1,2,-5,.,.,0.2,.,.
COc1ccc(NC(=O)c2ccco2)cc1NC(=O)c1cc2ccccc2o1,-14,-10,-1,-6,.,.,3,-7
CCOc1ccccc1NC(=O)C1CCCCN1S(=O)(=O)c1ccc(F)cc1 (stereo unspecified),-8,.,15,-1,14,-1.1,-12,-1
Cc1noc(C)c1COc1ccccc1C(=O)N(C)CC(=O)Nc1ccc(F)cc1,.,0,1,2,-16,1.5,2,0
CCN(CC(=O)Nc1ccc2c(c1)OCO2)CC(=O)Nc1ccccc1C(F)(F)F,4,1,6,2,-10,-1.5,-5,-1
CC(C)Cc1nnc(NC(=O)c2cccc(S(=O)(=O)N3CCN(C)CC3)c2)s1,-19,2,25,6,-6,2.1,7,2
C[C@@H]1CN([C@@H](C)CO)C(=O)c2cc(-c3cccc(C#N)c3)cnc2O[C@H]1CN(C)C(=O)c1cnccn1,9,12,5,-1,12,0.2,.,-2
COc1ccc(S(=O)(=O)N(C)C[C@@H]2OCCCC[C@@H](C)Oc3ccc(NC(=O)c4ccncc4)cc3C(=O)N([C@H](C)CO)C[C@@H]2C)cc1,3,-20,.,4,11,2.1,7[16.7 µM],5

# Continued.
SMILES,PGC1a acetyl inh,FN deposit inh,C2C12 statin,PglD DTNB,INS-1E GSIS act,F508del corr,miR-122 sensor,Cneo AK release
Cc1[nH]c2c(ccc3ccccc32)c1C1C(CCN)C1(C)C (stereo unspecified),.,9,.,0,.,.,2,-1
O=C(NC(c1ccc(Cl)cc1)c1cnccn1)C1CCN(CCCOc2ccccc2)CC1 (stereo unspecified),-3,-4,-15,4,.,-0.1,-6,1
O=C(Nc1cccc(S(=O)(=O)N2CCCCCC2)c1)c1ccc2ccccc2n1,.,-2,.,4,-9,.,9,-1
CC(=O)N1[C@H](CO)[C@@H](c2ccc(C3=CCCC3)cc2)[C@H]1CNC(=O)CN(C)C,11,-7,7,-1,13,-1.3,-21[16.7 µM],2
COc1ccc(C(=O)c2ccc(OC)c(OC)c2)cc1,13,-5,-16,-2,56*,.,-5,-4
CC(=O)N1CCC2(CC1)CC(=O)c1cc(OCC(=O)N3CCOCC3)ccc1O2,-1,-3,-3,.,-3,-0.9,40,.
COc1ccc(CNC(=O)CN(Cc2ccccc2)C(=O)CCC(=O)Nc2nccs2)cc1,1,-17,.,-1,10,-0.8,-2,-1
O=C(CC1CC1)N1[C@H](CO)[C@H]2c3ccccc3N(S(=O)(=O)c3ccc(F)cc3)C[C@H]21,2,.,-21,-38,1,2.5,-4[16.7 µM],0
COc1cccc(-n2nnc3c(=O)n(CC(=O)OCc4ccccc4)cnc32)c1,3,.,-48,2,.,.,-3,-3
COc1ccccc1NC(=O)N1CCCCN2[C@H](C1)[C@@H](c1ccc(C#Cc3ccccc3)cc1)[C@@H]2CO,-21,.,.,-6,14,2.1,10[16.7 µM],1
COc1ccc(CN2C[C@H](O)COC[C@@H]3O[C@H](CC(=O)N(C)C)CC[C@H]32)cc1,4,-2,11,-3,64,0.5,3[16.7 µM],-1
CC(=O)Nc1ccc(/C=N/NC(=O)c2cc(-c3ccco3)nc3ccccc23)cc1,10,4,-2,-10,-15,-0.5,1,-5
COc1ccc(-c2cc(C)no2)cc1S(=O)(=O)N1CCN(c2ccccn2)CC1,-1,0,-10,0,-1,2.0,2,1
Cc1sc2nc(SCC(=O)NCc3ccco3)n(-c3ccccc3)c(=O)c2c1C,3,.,-37,4,-10,-2.1,.,2
COC(=O)c1cc(NC(=O)c2c(Cl)cnn2C)cc(C(=O)OC)c1,6,-4,.,1,9,.,10,4
O=C(NC(=S)Nc1nc2c(s1)CCCC2)c1ccc(C(=O)c2ccccc2)cc1,-9,0,.,-6,-10,.,7,-5
Cc1ccc(-c2noc(CCC(=O)Nc3ccccc3N3CCN(C)CC3)n2)cc1,-10,.,-19,-7,0,.,-6,1
CCOc1ccc(OCCNC(=O)c2cc(C3CC3)nc3c2cnn3C(C)C)cc1,.,.,-3,6,-46,-8.9,.,4
COc1ccc(C(=O)NNC(=O)c2cnccn2)cc1[N+](=O)[O-],.,11,.,-3,.,.,-1,0
Cn1cnc(S(=O)(=O)Nc2ccc(Cl)c(C(F)(F)F)c2)c1,0,-119,-1,0,23,-1.3,.,-15
Cc1cc(OCC(=O)OCC(=O)NCc2ccc3c(c2)OCO3)ccc1Cl,9,4,6,1,.,-2.6,0,0
COc1ccnc(Oc2ccc(F)cc2)c1C#N,-6,8,.,-1,-8,0.5,-9,0
CC(C)(C)OC(=O)CN1C(=O)NC2(CCCc3ccccc32)C1=O (stereo unspecified),.,1,1,-3,-11,-0.7,-1,-11
Cn1cc(Br)c(C(=O)N2CCCCCC2)n1,.,.,.,10,20,-1.5,.,3
Cc1ccc2sc(NNC(=O)C3COc4ccccc4O3)nc2c1C (stereo unspecified),3,-1,6,1,-6,-2.6,3,-1

# (more compounds)
SMILES,PGC1a acetyl inh,FN deposit inh,C2C12 statin,PglD DTNB,INS-1E GSIS act,F508del corr,miR-122 sensor,Cneo AK release
COc1ccc(C=CC(C)=NNC(=O)c2ccncc2)cc1,.,-5,-8,-4,.,-0.7,-1,1
Cc1ccccc1NC(=O)COC(=O)c1ccc(S(C)(=O)=O)c([N+](=O)[O-])c1,.,-6,.,7,5,-1.4,.,3
COc1c(F)c(F)c(C(=O)O)c(Nc2cc(C)cc(C)c2)c1F,-10,-5,7,7,3,-0.1,-2,0
COc1cc(/C=C2\SC(N)=NC2=O)ccc1O,.,4,5,0,5,-6.0,.,2
CC(=O)N1CCc2cc(S(=O)(=O)NC(CC(C)C)C(=O)Nc3cc(C(=O)O)ccc3C)ccc21 (stereo unspecified),3,11,-5,1,.,.,-6,0
Cc1nc(C)c(-c2ccc(SCC(=O)Nc3ccc(F)cc3F)nn2)s1,-1,7,2,0,-31,-0.7,-3,2
Cc1nc(SC2CC(=O)N(c3ccccc3)C2=O)nc2c1CCCC2 (stereo unspecified),3,.,-7,-4,.,.,5,0
COc1cccc(N=Cc2nc(-c3ccccc3)oc2OC(C)=O)c1,-7,3,4,-4,-4,3.1,4,0
CCc1ccccc1NC(=O)NNC(=O)CCc1ccc(OC)cc1,.,0,4,-3,3,-2.7,.,1

# Screening data: PubChem BioAssay, Broad Institute
